RT RNaseH block: inhibitors of HIV-1 reverse transcriptase RNase H; P04585; 65,000 tested, 1.9% active; inhibition, % at 10 µM; RT-RNase H RNA/DNA duplex cleavage, fluorescence; AID 565; in the data active means inhibition above about 50%
RmlC RmlD mix: mixture blocks RmlC and RmlD coupled enzyme activity | RmlC/RmlD coupled enzyme inhibition, 384-well mixture HTS | inhibition, % at 5.5 µM | AID 1532 | 110,000 tested, 0.39% active; in the data active means inhibition above about 30%, passing the limit was not always enough; further: strong numbers were not always called active
An asterisk follows results filed as active; · = no result given.

The opening two entries, to show the layout:
SMILES | RT RNaseH block | RmlC RmlD mix
Cc1cc(C)cc(Nc2ncc3c(n2)CCCC3=O)c1 | -16 | -4
CC(=Nc1cccc(O)c1)c1sc2ccccc2c1O | 7 | ·

The listing, repeating the preview:
SMILES | RT RNaseH block | RmlC RmlD mix
Cc1cc(C)cc(Nc2ncc3c(n2)CCCC3=O)c1 | -16 | -4
CC(=Nc1cccc(O)c1)c1sc2ccccc2c1O | 7 | ·
CCN(CC)c1nc2ccccc2c(N)c1-c1ccccc1 | · | 16
CS(=O)(=O)N1Cc2ccccc2CC1C(=O)Nc1ccccc1C(N)=O (configuration not stated) | -8 | 4
CCOC(=O)C(Cc1ccc(NC(=O)/C(=C/c2ccc(OC(C)=O)cc2)NC(C)=O)cc1)N1C(=O)c2ccccc2C1=O (configuration not stated) | · | -9
O=c1c2c(n3nnnc3n1Cc1ccccc1)-c1ccccc1CC21CCCC1 | 21 | 2
CCN1c2nc3ccccn3c(=O)c2CC2(C(=O)N(C)C(=O)N(C)C2=O)C1C (configuration not stated) | 0 | -8
COC(=O)C(C)Sc1nnc(Cc2cc(=O)[nH]c(=O)[nH]2)n1-c1cccc(OC)c1 (configuration not stated) | -4 | 3
CC(C)(C)C(=O)Nc1nc2c(s1)COc1ccccc1-2 | · | 8
COc1ccc(N2CCN(C(=O)CCCSc3nc4ccccc4[nH]3)CC2)cc1 | · | 9
CN(C)Cc1c(O)ccc2occ(C(=O)c3ccccc3)c12 | -9 | 12
CCn1c(=O)c2c(nc3n2CCS3)n(C)c1=O | · | -7
COc1cc([C@H]2[C@@H]3CCCC[C@]3(O)CCN2Cc2ccccc2F)ccc1O | 14 | -6
Cc1ccc(S(=O)(=O)Oc2ccc(/C=N/NC(=O)c3c(Cl)cnn3C)cc2)cc1 | · | -15
CCOc1ccc(C(=O)Nc2ccc(S(=O)(=O)N3CCOCC3)cc2)cc1OCC | -4 | 5
CN(C)/C=N/c1sc2c(c1C#N)CCC2 | -18 | 7
N/C(=N\OC(=O)CCc1ccccc1)c1cccc(Br)c1 | · | -16
CC(C)OC(=O)NCCOC(=O)Nc1ccc(Cl)c(Cl)c1 | · | -11
CCN(CC)C(=O)C(C)OC(=O)COc1ccc(Cl)cc1C (configuration not stated) | -8 | 4
CCOC(=O)c1cc(C)n(Cc2ccc(OCC)c(OC)c2)c1C | · | 6
CCOC(=O)c1ccc(N2C(=O)C3C(C2=O)C(C(=O)c2ccc(Cl)cc2)N2CCCC32)cc1 (configuration not stated) | 18 | ·
CCCC(=O)Nc1ccc(C(=O)Nc2nc(CC(=O)OCC)cs2)cc1 | · | -2
CCC(Sc1nc2ccc(N)cc2s1)C(=O)Nc1nccs1 (configuration not stated) | · | 8
Cc1[nH]c(=O)[nH]c(=O)c1S(=O)(=O)N1CCN(c2cccc(Cl)c2)CC1 | -10 | -19
N#Cc1c(C(F)(F)F)cc(-c2cccc(Cl)c2)[nH]c1=O | · | 100
CC(=O)c1ccccc1OCCCN1CCCCC1 | -8 | 3
C/C(=N/NC(=O)Cc1cccc2ccccc12)c1cccs1 | · | -10
CCOc1ccc(C)cc1S(=O)(=O)Nc1ccc(Cl)cn1 | · | 9
COc1ccc(CN2C(=O)[C@@H]3C(c4ccc(F)cc4)=NO[C@@H]3C2=O)cc1 | 3 | -9
COc1cc(OC)c(-c2nc3cnccc3n2C)cc1OC | -9 | 6
Cc1cc(-c2nn3c(-c4ccccc4)nnc3s2)c2ccccc2n1 | 82* | -10
CN1CCN(C(=O)C2CC(c3ccc(F)cc3)=NO2)CC1 (configuration not stated) | · | 9
CC(C)CN(CC(C)C)S(=O)(=O)c1cc([N+](=O)[O-])ccc1N1CCCCCC1 | · | 1
CCOC(=O)N1CCN(C(=O)c2ccc3nc(C)sc3c2)CC1 | 3 | 4
COc1ccc(C2C(C(=O)N3CCOCC3)CCC(=O)N2c2ccc(OC)cc2)cc1 (configuration not stated) | -2 | 2
CCSc1nc2c([nH]c3ccccc32)c(=O)n1C | -5 | 9
CCCNC(=O)Cn1cnc2sc(C(=O)Nc3cc(OC)c(OC)c(OC)c3)c(C)c2c1=O | · | 46
O=C(CN1c2cccc3cccc(c23)S1(=O)=O)N1CCOCC1 | 6 | 1
O=C(c1cccs1)N1CCn2c1nc1ccccc12 | -13 | -8
Cc1ccc(-n2c(C)nc3oc4ccccc4c(=O)c3c2=O)cc1 | 11 | -9
O=C(NCc1ccccc1)N1CCn2c(nc3ccccc32)C1 | -11 | -10
Cc1nn(C)cc1CNC(=O)C1C2CCC(O2)C1C(=O)O (configuration not stated) | 0 | -5
CCCC(=O)Nc1cc(=O)n(C)c(=O)n1C | -1 | 3
O=C(NCCO)C(F)(F)C(F)(F)C(F)(F)OC(F)(C(=O)NCCO)C(F)(F)F (configuration not stated) | · | 6
COc1cc(C2CC(=O)c3cnc(NC(C)=O)nc3C2)cc(OC)c1OC (configuration not stated) | · | 5
COc1cccc(N=c2oc3ccccc3cc2-c2nc3ccccc3[nH]2)c1 | · | 18
O=C(C1CCCCC1)N1CCC(c2nc3ccccc3[nH]2)CC1 | 0 | 10
Cc1ccc(S(=O)(=O)Nc2ccc3c(c2)nc(CN2CCCC2)n3C)cc1 | · | -15
CC(C)c1ccc(NS(=O)(=O)c2cn(C)c(=O)n(C)c2=O)cc1 | -13 | 7
COc1ccc(-c2cnc(OC(C)(C)C)nc2OC(C)(C)C)cc1OC | · | -6
Cc1ccc(S(=O)(=O)Cc2ccc(C(=O)NCCCN3CCCC3=O)o2)cc1 | -1 | -15
CCOC(=O)CSC1=C(C#N)C(c2ccc(Cl)cc2)C(C(=O)OC)C(=O)N1 (configuration not stated) | 26 | 4
COc1ccccc1NC(=O)COc1ccc(CO)cc1Cl | -77 | 20
CN(C(=O)NC(=O)C1=C(N2CCOCC2)/C(=C/c2ccccc2)CC1)S(C)(=O)=O | -12 | 135*
COC(=O)c1cc2nc(-c3ccc(OC)cc3)cc(C(F)(F)F)n2n1 | 4 | 13
CCC(CC)C(=O)Nc1nc(-c2ccc3c(c2)CCN3C(=O)C2CC2)c(C)s1 | · | -10
Fc1ccccc1-c1nnc2c3ccccc3nc(N3CCOCC3)n12 | · | -8
CCCN1C2=C(C(=O)CC(C)(C)C2)C(c2ccc(F)cc2)C2=C1c1ccccc1C2=O (configuration not stated) | · | -7
CNc1sc(C(=O)c2cccs2)c(N)c1-c1nc2ccccc2s1 | 75* | ·
Cc1ccc(C2NC(=O)Cc3ccccc32)cc1 (configuration not stated) | · | 9

Ordered by molecular weight (low to high): some entries from above.
SMILES | RT RNaseH block | RmlC RmlD mix
Cc1ccc(C2NC(=O)Cc3ccccc32)cc1 (configuration not stated) | · | 9
CCSc1nc2c([nH]c3ccccc32)c(=O)n1C | -5 | 9
O=C(c1cccs1)N1CCn2c1nc1ccccc12 | -13 | -8
CN1CCN(C(=O)C2CC(c3ccc(F)cc3)=NO2)CC1 (configuration not stated) | · | 9
O=C(NCc1ccccc1)N1CCn2c(nc3ccccc32)C1 | -11 | -10
O=C(CN1c2cccc3cccc(c23)S1(=O)=O)N1CCOCC1 | 6 | 1
CCOC(=O)N1CCN(C(=O)c2ccc3nc(C)sc3c2)CC1 | 3 | 4
Cc1cc(-c2nn3c(-c4ccccc4)nnc3s2)c2ccccc2n1 | 82* | -10
Fc1ccccc1-c1nnc2c3ccccc3nc(N3CCOCC3)n12 | · | -8
COC(=O)c1cc2nc(-c3ccc(OC)cc3)cc(C(F)(F)F)n2n1 | 4 | 13
COc1ccc(-c2cnc(OC(C)(C)C)nc2OC(C)(C)C)cc1OC | · | -6
COc1cc(C2CC(=O)c3cnc(NC(C)=O)nc3C2)cc(OC)c1OC (configuration not stated) | · | 5
CNc1sc(C(=O)c2cccs2)c(N)c1-c1nc2ccccc2s1 | 75* | ·
Cc1ccc(S(=O)(=O)Nc2ccc3c(c2)nc(CN2CCCC2)n3C)cc1 | · | -15
CCCN1C2=C(C(=O)CC(C)(C)C2)C(c2ccc(F)cc2)C2=C1c1ccccc1C2=O (configuration not stated) | · | -7
CN(C(=O)NC(=O)C1=C(N2CCOCC2)/C(=C/c2ccccc2)CC1)S(C)(=O)=O | -12 | 135*
O=C(NCCO)C(F)(F)C(F)(F)C(F)(F)OC(F)(C(=O)NCCO)C(F)(F)F (configuration not stated) | · | 6

Next entries follow.
SMILES | RT RNaseH block | RmlC RmlD mix
CC(CN1CCN(C)CC1)OC(=O)c1ccc(Cl)cc1Cl (configuration not stated) | -1 | -15
CCOC(=O)C1=C(C)N(Cc2ccc(C(=O)O)cc2)C(=O)NC1c1ccc([N+](=O)[O-])cc1 (configuration not stated) | · | -6
CCn1cc(C(=O)NCc2ccccn2)c(=O)c2cc(F)c(N3CCN(C)CC3)cc21 | 2 | 7
O=C1/C(=C\Nc2ccc(Cl)cc2)CCN1c1ncccn1 | · | 13
CC(=O)C1=NN(c2ccccc2)C2(S1)S/C(=C\c1ccccc1)C(=O)N2c1ccccc1 (configuration not stated) | · | -8
Cc1ccc(NC(=O)CCn2nc(C)cc2C)cc1 | · | -3
Cc1ccc(SCC(=O)c2sc(-c3ccccc3)nc2C)cc1 | · | -2
CC(C)(C)n1nnnc1C(c1cccnc1)N1CCN(c2ccccc2F)CC1 (configuration not stated) | · | -9
COC(=O)c1cc(OC)c(OC)cc1NC(=O)CN1C(=O)c2ccccc2C1=O | · | -1
Cc1cc(C)nc(NS(=O)(=O)c2ccc(NC(=O)NC3CCCCC3)cc2)n1 | 1 | 9
CC(C(=O)NCc1ccco1)n1cc(C(=O)c2ccco2)c2ccccc21 (configuration not stated) | · | -4
COc1cccc2c(C)nc(Nc3nc(CSc4nnc(C)s4)cc(=O)[nH]3)nc12 | 12 | -14
COc1ccc(CC(=O)Nc2ccc(-c3nnc(-c4ccccc4)o3)cc2)cc1 | 25 | ·
Cc1ccc(-c2noc(CSc3nnc(-c4ccncc4)n3-c3ccc(C)cc3)n2)cc1 | · | -58
COc1ccc(-c2cc(CNC(=O)CCl)on2)cc1 | · | -19
O=c1c2ccccc2c(-c2ccc(Br)cc2)nn1Cc1ccccc1 | · | -5
O=C(CN1CCN(c2ncccn2)CC1)NCCC1=CCCCC1 | 2 | 18
N/C(=N\OC(=O)c1cccc(Br)c1)c1ccccc1 | · | -3
COC(=O)C1CCN(C(c2cccs2)c2sc3nc(C)nn3c2O)CC1 (configuration not stated) | -7 | -3
O=C(Oc1ccccc1)Oc1ccc2c(c1)oc(=O)c1ccccc12 | · | -16
COc1cc(-c2nn3c(COc4ccccc4)nnc3s2)cc(OC)c1OC | 71* | -22
COc1cc(CN2CCC(C(=O)N3CCN(c4ccccc4F)CC3)CC2)cc(OC)c1OC | -4 | 7
O=C(NC1CC2CCCC(C1)N2C(=O)Nc1ccccc1)c1ccncc1 (configuration not stated) | -6 | 17
CCOC(=O)c1cc2sc(C)cc2n1CC(=O)NCCc1ccccc1 | 23 | 8
Cc1ccc(C)c(OCC(=O)O/N=C(\N)c2ccccn2)c1 | · | 4
Cc1ccccc1CSc1nccn1-c1ccccc1 | · | 4
CCS(=O)(=O)N1CCCC(C(=O)NCCCOC(C)C)C1 (configuration not stated) | -14 | -5
COc1ccccc1NC(=O)c1ccc2nc(N3C(=O)CCC3=O)sc2c1 | · | 7
COc1cc2nc(C3CC3)n(NC(=O)c3ccc(F)cc3)c(=O)c2cc1OC | 13 | 13
COC(=O)C1=C(C)OC(N)=C(C#N)C1c1ccc(OC)c(CSc2ccccn2)c1 (configuration not stated) | · | -6
Nc1cc(=O)[nH]n1C1CCN(c2ccccc2)CC1 | -27 | -6
CCOc1cc(S(=O)(=O)Nc2ccc(Cl)cn2)ccc1F | -4 | -11
CC(=O)Oc1cccc(N2C(=O)CC(Nc3ccc(N4CCOCC4)cc3)C2=O)c1 (configuration not stated) | 2 | -16
CCOc1ccc(C(=O)NCCCn2ccnc2)cc1 | 0 | 6
CC(=O)OC(C(=O)NCCc1ccccc1)c1cccnc1 (configuration not stated) | 4 | -11
CCCCn1cc(C(C)(C)C)c(C#N)c1NC(C)=O | 0 | 5
COC(=O)C(C)N1C(=O)S/C(=C/c2cc(C)n(C(C)C)c2C)C1=O (configuration not stated) | · | 7
O=C1CC(c2nc3ccccc3[nH]2)CN1c1ccccc1 (configuration not stated) | -4 | -4
COC(=O)c1[nH]c(C)c(/C(O)=C2\C(=O)C(=O)N(CCN(C)C)C2c2ccccc2OC)c1C (configuration not stated) | 1 | 5
COc1ccc(CCn2c(C)ccc2C)cc1OC | 22 | 4
CCOC(=O)Cc1csc(NC(NC(=O)OCC)(C(=O)OCC)C(F)(F)F)n1 (configuration not stated) | · | -21
CCCOc1ccc(N2C(=O)C3ON(c4ccccc4)C(c4ccc(O)c(OC)c4)C3C2=O)cc1 (configuration not stated) | 56* | ·
CC(C(=O)N1CCCc2ccccc21)N1C(=O)c2ccccc2C1=O (configuration not stated) | · | -11
CCOC(=O)c1cc(C(=O)Nc2ccccc2F)nn1C | · | -26
O=C(NCCCN1CCCC1=O)c1cccs1 | 6 | ·
O=[N+]([O-])c1ccc2n[nH]nc2c1 | · | -6
COc1ccc(NC(=O)c2ccc3c(c2)C(=O)N(Cc2cccnc2)C3=O)cc1 | 2 | 6
CC1(C)NCCN2C(=O)CSC21 (configuration not stated) | 1 | -10
CC(C)=CCC/C(C)=C/CCC(C)NCCN1CCNCC1 (configuration not stated) | -16 | 6
COC(=O)c1sc2ncccc2c1OCc1ccc(Cl)cc1Cl | · | -17
O=C(CCCCCC(=O)N(CCO)CCO)N(CCO)CCO | -11 | -23
COc1ccc(N2C(=O)N(Cc3cccc(F)c3)c3ccccc3S2(=O)=O)cc1 | · | -12
O=c1c[n+]([O-])c2ccccc2n1OCc1ccccn1 | 0 | 2
Fc1ccc(C(c2nnnn2C2CCCC2)N2CCN(Cc3ccccc3)CC2)cc1 (configuration not stated) | -9 | 8
CCNC(=O)O/N=C(\C)c1sc(-c2ccccc2)nc1C | · | 10
Nc1nc(SCCN2C(=O)c3ccccc3C2=O)n[nH]1 | · | -14
COC(=O)c1ccccc1NC(=O)C1CCCC1 | 4 | -15

Screening results deposited in PubChem by several laboratories.

Only part of the results is shown (hit frequency here may not be typical).
